Compound activity (PubChem BioAssay)
TRHR PAM: TRH receptor (human) allosteric enhancement; P34981; TRHR cells, fluo-8 calcium fluorescence, EC20 TRH enhancement; enhancement, % at 2 µM; 0.66% of 360,000 active; in the data active = enhancement above about 30%; also: 0% is about no effect
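TRHR-expressing cells loaded with fluo-8 calcium dye were read kinetically (ex 480/em 530) during compound addition, then stimulated with an EC20 of TRH (10 nM final). Enhancement of the Gq-mediated intracellular calcium response was scored.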
TRHR agonist: agonists of human TRH receptor | P34981 | TRHR cells, calcium flux fluo-8, FDSS agonist mode | activation, % at 2 µM | 0.18% of 360,000 active; in the data active = activation above about 30%; also: 0% is about no effect
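Agonist-mode FDSS calcium read (Ex 480/Em 530, 1 s cycles) in 1536-well TRHR cells with fluo-8 dye, after 10-cycle baseline and 23 nL compound addition; TRH at EC20 (10 nM final) added afterwards for the enhancer phase.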
TrxR1 substrate: rat thioredoxin reductase 1 substrate activity | purified TrxR1 substrate turnover, NADPH consumption readout | Potency, µM (highest dose often 114 µM), without a hit: at the top dose activity change, negative = substrate turnover | 0.01% of 390,000 active; also: potency is read from the fitted curve at half-maximal effect; % is scaled to controls: 0 for no effect and ±100 for the full control effect; nearly all actives have a fitted effect of over 50% in size
Target sequence (O89049 whole entry, looked up): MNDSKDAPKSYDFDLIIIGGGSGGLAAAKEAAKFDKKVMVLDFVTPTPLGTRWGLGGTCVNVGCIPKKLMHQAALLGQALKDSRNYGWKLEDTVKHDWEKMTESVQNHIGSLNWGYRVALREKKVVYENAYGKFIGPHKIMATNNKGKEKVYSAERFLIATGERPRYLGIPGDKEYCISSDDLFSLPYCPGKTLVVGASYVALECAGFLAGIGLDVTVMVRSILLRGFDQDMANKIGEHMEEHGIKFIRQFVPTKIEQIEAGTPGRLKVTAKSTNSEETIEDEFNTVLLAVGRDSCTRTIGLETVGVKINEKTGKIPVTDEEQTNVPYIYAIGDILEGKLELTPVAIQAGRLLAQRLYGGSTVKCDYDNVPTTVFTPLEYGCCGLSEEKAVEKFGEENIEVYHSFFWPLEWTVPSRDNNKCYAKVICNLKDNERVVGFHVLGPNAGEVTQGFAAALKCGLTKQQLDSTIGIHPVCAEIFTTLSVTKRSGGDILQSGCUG
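Rat TrxR1, dispensed at 90 nM, was prereduced with 400 uM NADPH (final) for 5 min at ~22 deg C, then incubated with compound 15 min before 400 uM selenite. A first-read NADPH fluorescence drop versus no-compound background flagged substrates.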
USP1-UAF1 inh: blocks the human USP1/UAF1 deubiquitinase complex; O94782; recombinant USP1/UAF1, Ub-Rhodamine cleavage fluorescence; Potency, µM (highest dose often 57.1 µM), inactives show at the top dose activity change, negative = inhibition, actives largely listed as inhibitors; 0.23% of 390,000 active; AID 743255; also: potency is read from the fitted curve at half-maximal effect; % is scaled to controls: 0 for no effect and ±100 for the full control effect; nearly all actives have a fitted effect of over 60% in size; inactives centre near -12
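Step one: compound is pinned into 1nM USP1/UAF1 in HEPES pH 7.8 buffer with TCEP. Step two: 15 min room-temperature incubation. Step three: Ub-Rho (150nM final) starts cleavage, tracked by fluorescence over six one-minute reads.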
D2 agonist: activates the human D2 dopamine receptor. P14416. HEK293 T-REx D2 cells, calcium flux agonist mode. activation, % at 2 µM. 0.53% of 340,000 active;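 active = activation over 3 SD above normal in the single-dose calcium agonist read, cut at about 30% in these data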; also: 0% is about no effect
Target sequence (P14416 whole entry, looked up): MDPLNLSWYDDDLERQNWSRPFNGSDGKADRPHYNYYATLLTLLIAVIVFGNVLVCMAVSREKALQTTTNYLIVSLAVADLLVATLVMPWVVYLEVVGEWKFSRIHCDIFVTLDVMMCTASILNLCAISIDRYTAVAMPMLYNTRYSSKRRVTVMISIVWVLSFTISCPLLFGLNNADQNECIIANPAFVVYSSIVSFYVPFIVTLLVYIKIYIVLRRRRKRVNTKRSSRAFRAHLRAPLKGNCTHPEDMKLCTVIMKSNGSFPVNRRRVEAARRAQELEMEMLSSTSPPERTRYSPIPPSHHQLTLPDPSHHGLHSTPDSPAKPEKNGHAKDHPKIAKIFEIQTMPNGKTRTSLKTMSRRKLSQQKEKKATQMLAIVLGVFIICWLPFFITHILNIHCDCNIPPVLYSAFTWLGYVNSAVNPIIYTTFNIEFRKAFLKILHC
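HEK293 Trex D2 cells, tetracycline-induced, o/n 30 C 5% CO2; no-wash Ca dye, RT 30–90 min; 10-cycle baseline, 23 nl cpd added, kinetic Ca read 180 s; agonist hits = positive Ca response.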
PI4K2A block: blocks human PI4K2A kinase activity; purified PI4K2A, ADP-Glo luminescence, 1 h; hits give low values; activity change, negative = inhibition, % at 76.9 µM; 0.13% of 420,000 active; in the data active = activity change below about -50%; inconclusive = mostly about -30% to -49%;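 also: -100% = wells without enzyme as full effect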
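PI4K2A activity was measured by ADP-Glo luminescence: enzyme (4 ug/mL stock) and phosphatidylinositol (1.2 mM stock) in Tris pH 7.5/MgCl2/EGTA/Triton X-100 buffer were reacted with ATP (300 microM stock) for one hour at ambient temperature.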
rTrxR1 inhibitor: rat TrxR1 inhibition. O89049. recombinant rTrxR1, NADPH fluorescence consumption, selenite substrate. Potency, µM (top dose mostly 114 µM), without a hit: top-dose activity change, negative = inhibition, actives largely listed as inhibitors. 1% of 390,000 active. AID 588453; also: potency is read from the fitted curve at half-maximal effect; % is scaled to controls: 0 for no effect and ±100 for the full control effect; nearly all actives have a fitted effect of over 65% in size
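Rat TrxR1 (90 nM in the dispensed reagent) was pre-reduced with 400 uM NADPH for 5 min at room temperature, then incubated with compound for 15 min. After 400 uM selenite was added, NADPH fluorescence (Ex 340/Em 450 nm) was followed for 8 min.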
D2 antag: antagonists of human D2 dopamine receptor. P14416. HEK293 TREx D2 cells, calcium flux, dopamine EC80. inhibition, % at 10 µM. 2% of 340,000 active. AID 485344; in the data active = inhibition above about 30%; also: 0% is about no effect
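Tetracycline-induced HEK293 T-REx cells expressing D2 force-coupled to calcium signalling were dye-loaded, exposed to compound for 180 s, then challenged with an EC80 of dopamine; calcium flux was followed kinetically for a further 180 s.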
mIDH1 inhibitor: human IDH1 R132H inhibition. O75874. IDH1-R132H enzyme, NADPH consumption, diaphorase/resazurin fluorescence. Potency, µM (top dose mostly 76.6 µM), for the others: at the top dose activity change, negative = inhibition, most hits filed as inhibitors. 0.093% of 390,000 active. AID 602179; also: potency is read from the fitted curve at half-maximal effect; % is scaled to controls: 0 for no effect and ±100 for the full control effect; nearly all actives have a fitted effect of over 65% in size
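IDH1-R132H (0.5 ug/mL dispensed) in pH 7.5 Tris buffer was preincubated 30 min with compound, then given a substrate mix of 0.016 mM NADPH and 2 mM alpha-KG for 80 min at room temperature; remaining NADPH was read by diaphorase/resazurin fluorescence.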
* = called active by the depositor; ? = inconclusive; · = no result given; [ ] = remark or other dose. Unless noted, calls follow the shape of the dose curve; as a rule, active = well fitted inhibition curve with a large enough effect; inconclusive = small, poorly fitted or top-dose-only effect; inactive = no such curve, though single readings can be large or run the other way. Hits appear at their usual frequency, and some 3.9% of all compounds hit somewhere here.

SMILES	TRHR PAM	TRHR agonist	TrxR1 substrate	USP1-UAF1 inh	D2 agonist	PI4K2A block	rTrxR1 inhibitor	D2 antag	mIDH1 inhibitor
CC(NC(=O)Cc1ccccc1)c1ccccc1 (stereo unspecified)	-3.0	-0.3	1.0%	-5.6%	0.6	-0.4	8.1%	-4.6	9.0%
COC(=O)c1cnn(-c2ccc(C(=O)Nc3cc(OC)c(OC)c(OC)c3)cc2)c1N	5.0	-0.2	-7.1%[57.1 µM]	-17.5%	·	0.4	3.0%[57.1 µM]	·	·
CC(C(=O)NCC1CCCCC1)N(C)Cc1ccc(Br)cc1 (stereo unspecified)	-3.5	-0.1	1.4%	2.1%	-0.2	-1.7	13.7%	-4.1	12.9%
Cc1ccc(CSc2nc3[nH]ncc3c(=O)[nH]2)cc1	6.3	0.1	2.5%	-18.7%	0.1	-5.4	5.6%	-16.3	3.1%
CCOc1ccccc1NCc1cc(=O)oc2cc(C)c(O)cc12	-5.7	1.9	3.8%	-21.6%	0.2	-2.3	10.0%	-17.5	2.9%
CCOc1ccc(C(=O)NCCc2sc3nc(-c4ccc(Cl)cc4)nn3c2C)cc1OCC	5.3	0.2	-5.0%[57.1 µM]	-13.0%	-0.9	7.1	1.3%[57.1 µM]	·	-11.5%
CC(C)(C)C(=O)Cn1c(=O)n(CCCCCC(=O)NCc2ccccc2Cl)c(=O)c2sccc21	-5.6	-1.2	5.4%	?	-1.2	-1.5	24.5%	·	11.1%
CCOC(=O)N1C2C=C(C)[C@@H]2[C@@H]2CC(=O)N21 (stereo partly specified)	-3.6	1.0	-9.3%	-11.0%	·	-0.3	-9.4%	·	1.6%
COc1ccc(OCCSc2nnc(C(C)NC(=O)c3ccccc3F)n2C)cc1 (stereo unspecified)	1.6	-0.5	-14.7%[57.1 µM]	-8.6%	0.1	-1.9	24.9%[57.1 µM]	6.4	10.3%
CCOC(=O)C1CCCN(C(=O)C2CCN(S(=O)(=O)c3c(C)noc3/C=C/c3ccc(C)cc3)CC2)C1 (stereo unspecified)	3.0	0.1	1.5%[57.1 µM]	-19.7%	1.3	-0.5	31.7%[activator][57.1 µM]	·	-2.7%
COC(=O)CCCCC(=O)OC	-4.3	-0.2	13.7%	-16.2%	-0.3	3.4	29.5%	36.5*	-7.5%
N/C(=N\OC(=O)CCCN1C(=O)c2ccccc2C1=O)c1ccccn1	0.6	0.0	5.0%[57.1 µM]	-21.3%	1.8	5.1	16.5%[57.1 µM]	2.3	-3.3%
CC(=O)Nc1ccc2c3c(cccc13)C(=O)N(c1ccccc1)C2=O	-2.0	-0.1	665.6%[activator]	-20.1%	2.1	2.3	?	-2.9	3.1%
Cc1ccccc1OCC(=O)Nc1ccccc1CO	-7.9	-0.5	4.9%[57.1 µM]	-12.8%	0.3	3.6	6.6%[57.1 µM]	13.7	3.5%
N#Cc1c(-c2ccc(Cl)cc2)cc(-c2ccccc2)nc1SCC(=O)O	0.2	0.3	6.1%	-19.9%	0.2	-3.4	0.5%	-3.2	-9.4%
CCOc1ccc(S(=O)(=O)N2CCCC(C(=O)N3CCCC3)C2)cc1 (stereo unspecified)	11.6	-0.8	2.6%	-15.9%	0.0	3.7	8.8%	0.0	4.8%
CC(OC(=O)c1nsc(Cl)c1Cl)C(=O)NCCc1ccccc1 (stereo unspecified)	4.1	-0.1	2.6%[57.1 µM]	-16.9%	-0.1	1.8	-63.1%[0.0914 µM]	0.1	-1.1%
CCCCc1cc(=O)oc2cc(C)cc(OCC(=O)O)c12	-3.7	-0.9	162.4%[activator][57.1 µM]	-1.3%	-0.8	-4.1	60.2%[activator][57.1 µM]	13.2	1.8%
COc1ccccc1-c1nnc(C2CCN(S(=O)(=O)c3ccc(F)c(C)c3)CC2)o1	-9.0	-1.1	4.6%	-22.7%	-0.8	-12.5	8.3%	·	-10.8%
O=C(O)c1cc(-c2ccc(/C=C3\NC(=O)N(c4ccc(Cl)cc4)C3=O)o2)ccc1Cl	-5.7	1.2	3.3%	?	0.9	-8.2	?	8.8	6.6%
COc1ccc(CNC(=O)c2ccc(CN3C(=O)C(C)=C(c4ccc(C)cc4)S3(=O)=O)cc2)cc1	-4.6	1.1	-1.6%[57.1 µM]	7.3%	0.2	0.3	12.6%[57.1 µM]	·	-9.3%
NC(=O)c1ccsc1NC(=O)CSc1nnc(Nc2ccccc2)s1	-7.3	0.0	-0.7%	-17.0%	-0.1	4.7	4.8%	5.1	-6.1%
Cc1ccccc1N=Cc1ccc[nH]1	·	·	-3.7%	-17.8%	·	-3.6	3.8%	·	-8.1%
O=C(O)/C=C/C(=O)Nc1ccc(Oc2ccccc2)cc1	5.9	0.6	3.8%[57.1 µM]	-12.7%	0.9	-0.4	9.6%[57.1 µM]	15.8	3.7%
C=CCSc1nc(C)cc2c1C(=O)OC2	1.2	-4.7	3.4%	-24.6%	-1.5	1.2	10.0%	-6.1	-3.9%
COC(=O)c1ccc(N2CCOCC2)c(NC(=O)c2ccc3c(c2)OCCO3)c1	-4.6	-0.6	0.2%	-2.1%	-0.5	-1.9	7.8%	-0.1	4.3%
CCc1cnc2c(c1SCC(=O)Nc1ccc(OC)c(OC)c1)c(=O)n(C)c(=O)n2C	0.5	0.0	0.6%[57.1 µM]	-30.8%	1.3	-1.9	13.1%[57.1 µM]	·	-8.2%
N#CCC(=O)N/N=C/c1ccc(N2N=C(c3ccccc3)CC2c2ccccc2)cc1 (stereo unspecified)	4.3	-1.8	124.4%[activator]	?	-1.7	2.1	?	-0.4	-1.6%
Cc1ccc(C)c(NC(=O)CCNS(=O)(=O)c2ccc3c(c2)CCCC(=O)N3)c1	3.2	0.5	0.4%	-13.1%	0.0	2.0	11.4%	·	26.2%
CCCN1CCN(C(=S)Nc2ccc3nc(N4CCN(CC)CC4)cc(C)c3c2)CC1	-4.6	1.0	3.6%	-13.7%	0.3	0.7	0.0%	-8.1	-0.3%
CCCC(=O)N(c1ccc(OCC)cc1)S(=O)(=O)c1ccc2c3c(cccc13)C(=O)N2C	11.9	0.6	83.0%[activator]	-2.0%	-0.6	4.7	41.5%[activator]	0.0	-8.5%
Cc1nn(Cc2ccccc2Cl)c2sc(C(=O)OC3CCCC3=O)cc12 (stereo unspecified)	11.5	0.4	5.0%[57.1 µM]	-6.3%	-0.4	7.5	12.9%[57.1 µM]	-12.3	4.0%
C#CCNC(=O)C1=C[C@@H](c2ccccc2)C[C@@H](OCc2ccc(CO)cc2)O1	1.4	-0.4	4.3%[57.1 µM]	-19.7%	0.2	-0.2	-6.8%[57.1 µM]	-6.2	26.2%
CCOc1ccc(OCC)c(NC(=O)C2CCN(S(=O)(=O)c3ccc(Br)s3)CC2)c1	3.5	-0.2	-0.5%	-5.6%	·	0.2	9.4%	·	-11.2%
COc1ccc(-c2cc3nc(C)c(CCC(=O)NCc4ccc(F)cc4)c(C)n3n2)c(OC)c1	-5.3	-1.3	20.5%[57.1 µM]	-15.1%	-0.4	2.0	16.7%[57.1 µM]	-3.1	-1.9%
COc1ccc(-c2c(C#Cc3ccsc3)c3cc(-c4ccc(CN5CCOCC5)cc4)ccc3n2C)cc1	·	·	14.7%[57.1 µM]	-13.9%	·	1.0	12.4%[57.1 µM]	·	-13.0%
COc1ccc(C(=O)NC2CC(C)(C)Cc3occc32)cc1 (stereo unspecified)	2.2	-1.3	-6.4%	5.4%	-1.7	1.5	-11.0%	-4.5	1.9%
CN(CCO)c1ccc(C=NNc2ccc([N+](=O)[O-])cc2S(=O)(=O)Nc2ccccc2C(=O)O)cc1	·	·	2.4%[57.1 µM]	-19.5%	·	-1.3	-4.1%[57.1 µM]	·	3.2%
CCOC(=O)c1[nH]c(C)c(/C(O)=C2\C(=O)C(=O)N(CCN(C)C)C2c2ccncc2)c1C (stereo unspecified)	2.9	0.3	-3.6%	7.2%	-0.6	-8.0	-6.1%	17.8	-0.6%
Cc1nc2c3cnn(-c4ccccc4)c3ncn2n1	7.8	0.0	12.5%	-11.5%	1.7	-1.6	9.9%	-15.8	-0.9%
